From PubChem BioAssay
MC4R antag cAMP: MC4R antagonists of cAMP signaling, primary screen, cell-based, TR-FRET, antagonist arm of biased-ligand search; Melanocortin receptor 4 (Homo sapiens), P32245; inhibition, % at 6.5 µM; 0.48% of 360,000 active; MC4R-expressing cells, MTII-stimulated cAMP, LANCE TR-FRET; AID 540295, 2011;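 active = inhibition above its plate's cutoff, the mean of tested wells on that plate plus 3 SD, cut at about 29% in these data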;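 also: 0% = Melanotan II alone and 100% = Melanotan II plus saturating MCL0020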
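material = U2OS cells stably expressing human melanocortin 4 receptor (MC4R) | also added = Melanotan II challenge | dosing = single nominal compound dose of 6.5 µM | detection = TR-FRET with Eu-cAMP and labeled anti-cAMP, 671 nm | replication = singlicate | timing = compound 30 min, challenge 1 h, detection 1 h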
N-glyco inh: increase of ERlucT glycosylation luciferase signal, primary screen, N-linked glycosylation inhibitor project, D54 ERlucT cells, luminescence, set 2; D54 ERlucT glycosylation luciferase reporter, 24 h; percent of 100 nM tunicamycin response; AID 588692, 2011; 0.23% of 360,000 active; reporter increase, % at 12.5 µM;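 active = mean luciferase reporter signal, scaled so untreated is 0 and the glycosylation-blocking control 100, at or above a set limit in every replicate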;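 also: luciferase carries N-glycosylation sites so blocking glycosylation raises the light; 0% = median of neutral control wells and 100% = median of 100 nM tunicamycin wells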
ABHD5-PLIN5 inh: ABHD5-PLIN5 interaction inhibitors, primary screen, cell lysate, split luciferase complementation, luminescence. Perilipin-5 (Homo sapiens) + 1-acylglycerol-3-phosphate O-acyltransferase ABHD5 (Homo …. Split G. princeps luciferase complementation, 4 h. inhibition, % at 4 µM. 0.78% of 360,000 active;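 active = inhibition above the mean inhibition across every tested compound plus 3 SD, cut at about 22% in these data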;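 also: 0% = DMSO only wells and the 100% control is not disclosed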
Target sequence (Q00G26 whole entry, looked up): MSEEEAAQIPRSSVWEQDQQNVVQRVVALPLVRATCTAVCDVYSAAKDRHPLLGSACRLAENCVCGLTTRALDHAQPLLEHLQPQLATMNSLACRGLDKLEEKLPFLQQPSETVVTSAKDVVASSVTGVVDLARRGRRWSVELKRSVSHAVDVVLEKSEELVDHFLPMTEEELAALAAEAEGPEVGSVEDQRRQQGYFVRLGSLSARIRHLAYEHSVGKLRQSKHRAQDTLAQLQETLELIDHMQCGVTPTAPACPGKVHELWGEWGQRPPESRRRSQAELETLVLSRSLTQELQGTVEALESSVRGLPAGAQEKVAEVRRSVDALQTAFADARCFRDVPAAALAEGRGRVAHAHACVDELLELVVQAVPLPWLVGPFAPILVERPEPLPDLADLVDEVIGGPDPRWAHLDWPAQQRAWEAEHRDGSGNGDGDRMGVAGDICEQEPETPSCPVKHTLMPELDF
Target sequence (Q8WTS1 whole entry, looked up): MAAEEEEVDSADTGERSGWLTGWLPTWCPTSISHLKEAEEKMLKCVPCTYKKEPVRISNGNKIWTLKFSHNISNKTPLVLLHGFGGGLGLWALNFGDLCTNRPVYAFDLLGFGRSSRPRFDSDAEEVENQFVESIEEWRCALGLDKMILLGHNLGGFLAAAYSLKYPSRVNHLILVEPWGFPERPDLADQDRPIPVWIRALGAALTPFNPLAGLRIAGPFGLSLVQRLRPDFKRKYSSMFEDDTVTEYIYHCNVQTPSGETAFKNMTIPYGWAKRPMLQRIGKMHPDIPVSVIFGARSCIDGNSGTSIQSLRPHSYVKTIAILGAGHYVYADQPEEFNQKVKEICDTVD
ABCB6 inh MLPCN: ABCB6 transporter inhibitors, primary screen, K562-ABCB6 cells, flow cytometry, MLPCN library; ATP-binding cassette sub-family B member 6 (Homo sapiens), Q9NP58; K562-ABCB6 porphyrin accumulation, 1 h; stronger effect = lower value; fluorescence ratio to DMSO, % at 10 µM; 0.19% of 360,000 active; AID 602162, 2011;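 active = fluorescence ratio to DMSO below 75%, the collection mean minus 3 SD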;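 also: signal is porphyrin accumulated inside mitochondria; 100% equals median channel fluorescence of DMSO control wells; lower ratio means ABCB6 inhibition with less porphyrin fluorescence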
iPSC survival up: enhancers of single-cell hiPSC survival, primary screen, ATPlite luminescence | AID 602274, 2012 | 100% = ROCK inhibitor wells, 0% = DMSO | survival enhancement, % at 20 µM | 0.044% of 360,000 active; in the data active = survival enhancement above about 18%;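 also: cells exposed to compounds for 16 hours before the ATP read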
aDG glyco act: activators of alpha-DG glycosylation, primary screen, uHTS, Pro5-aDG cells, AlphaScreen | AID 624168, 2012 | activation, % at 10 µM | 0.22% of 360,000 active | alpha-DG glycosylation AlphaScreen (IIH6); 0% Pro5, 100% B10-LARGE cell signal;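 active = activation of at least 8% versus controls, or a plate z-score of at least 8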;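 also: Pro5 are CHO cells carrying HIG-tagged alpha-DG that lacks glycosylation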
m5-HT2A agonist: mouse Htr2a agonists via beta-arrestin recruitment, primary screen, cell-based, luminescence; 5-hydroxytryptamine receptor 2A (Mus musculus), P35363; CHO-K1 mHTR2A beta-arrestin complementation; percent of 30 µM serotonin response; AID 624169, 2012; 0.66% of 360,000 active; activation, % at 7.6 µM;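 active = activation above a run cutoff, the mean activation of all tested compounds plus 3 SD, cut at about 14% in these data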;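 also: 0% = plate median of compound wells and 100% = 30 µM serotonin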
Exocytosis inh: LAMP-1 surface exposure blockers, TALL-104 cells – cell-based, flow cytometry, MLPCN library, primary screen. TALL-104 LAMP-1 surface exposure; cells stimulated with thapsigargin and PMA. inhibition, % at 10 µM. 0.66% of 360,000 active;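 active = inhibition above about 55%, limit read from the data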
MC4R ag barr: MC4R agonists recruiting beta-arrestin, primary screen, cell-based, luminescence, agonist arm of biased-ligand search | Melanocortin receptor 4 (Homo sapiens), P32245 | U2OS MC4R beta-arrestin complementation; percent of melanotan II response, DMSO zero | activation, % at 8.9 µM | 0.98% of 360,000 active | AID 540308, 2011;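 active = activation above a per-plate cutoff, the mean activation of sample wells on that plate plus 3 SD, cut at about 8% in these data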
Cardio protect: cardioprotection against H2O2-induced cell death, primary screen, uHTS, H9c2 cells, ATPLite luminescence; H9c2 cardiomyocytes, H2O2 injury protection, 2 h; protection from H2O2 cell death, % at 20 µM; 0.63% of 360,000 active;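 active = compounds giving at least 50% protection of heart cells from peroxide-induced death in the single-dose screen, raw or plate-pattern-corrected value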;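 also: 0% = DMSO wells with peroxide and 100% = DMSO wells without peroxide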
Numbers without * were called inactive. Rows are unselected; 4.5% or so of the library scored in one or more.

What do the screens show for `COc1ccccc1Cn1nnc2c(=O)[nH]c(C3CCN(C(=O)c4ccc(F)cc4)CC3)nc21`?
MC4R antag cAMP: 4; N-glyco inh: 2; ABHD5-PLIN5 inh: 5; ABCB6 inh MLPCN: 98; iPSC survival up: 5.7; aDG glyco act: -0.3; m5-HT2A agonist: 1; Exocytosis inh: -1; MC4R ag barr: -0.9; Cardio protect: 17

What do the screens show for `CCOC(=O)CC[C@H](NC(=O)Cn1cnc2c(OCc3ccccc3)ncnc21)C(=O)OCC`?
MC4R antag cAMP: 11; N-glyco inh: 1; ABHD5-PLIN5 inh: 4; ABCB6 inh MLPCN: 96; iPSC survival up: -1.1; aDG glyco act: 0.1; m5-HT2A agonist: 3; Exocytosis inh: -3; MC4R ag barr: -0.7; Cardio protect: 10

What do the screens show for `CC(=O)Nc1ccc(NC(=O)C(C)OC(=O)/C=C/c2cnc3ccccc3n2)cc1` (stereo unspecified)?
MC4R antag cAMP: 20; N-glyco inh: -3; ABHD5-PLIN5 inh: 1; ABCB6 inh MLPCN: 98; iPSC survival up: 0.5; aDG glyco act: 0.5; m5-HT2A agonist: 2; Exocytosis inh: -1; MC4R ag barr: -0.4; Cardio protect: 9

Results for O=C(COc1ccc(Cl)cc1)NN=C1CCCCCCC1 ?
MC4R antag cAMP: 8; N-glyco inh: 3; ABHD5-PLIN5 inh: 1; ABCB6 inh MLPCN: 96; iPSC survival up: -0.4; aDG glyco act: 0.3; m5-HT2A agonist: 0; Exocytosis inh: 1; MC4R ag barr: -0.1; Cardio protect: -4

Results for C#CCOCCOCCOCCNc1nc(N2CCN(C(=O)CCCCCCCCCCNC(=O)[C@H]([C@@H](C)CC)n3cc(CCCCCN)nn3)CC2)nc(N2CCN(C(=O)CCCCCCCCCCNC(=O)[C@H](CO)n3cc(CCCCCN)nn3)CC2)n1 ?
MC4R antag cAMP: 23; N-glyco inh: -20; ABHD5-PLIN5 inh: 39*; ABCB6 inh MLPCN: 97; iPSC survival up: -1.4; aDG glyco act: 0.0; m5-HT2A agonist: 14; Exocytosis inh: 0; MC4R ag barr: -0.6; Cardio protect: 0

What do the screens show for `CC(C)c1ccc(OCC(=O)Nc2c3c(nn2C(C)(C)C)CS(=O)(=O)C3)cc1`?
MC4R antag cAMP: 1; N-glyco inh: 0; ABHD5-PLIN5 inh: 5; ABCB6 inh MLPCN: 97; iPSC survival up: -0.3; aDG glyco act: 1.3; m5-HT2A agonist: -2; Exocytosis inh: -3; MC4R ag barr: -0.6; Cardio protect: 3

What do the screens show for `COc1ccc(/C=C(\C#N)C(=O)c2cccn2C)cc1`?
MC4R antag cAMP: -10; N-glyco inh: 3; ABHD5-PLIN5 inh: 6; ABCB6 inh MLPCN: 86; iPSC survival up: -0.7; aDG glyco act: -0.1; m5-HT2A agonist: 3; Exocytosis inh: 16; MC4R ag barr: -1.8; Cardio protect: -6

How did COc1cccc(OC)c1C(=O)NC(=S)Nc1ccc2oc(=O)ccc2c1 do in these assays?
MC4R antag cAMP: 2; N-glyco inh: 3; ABHD5-PLIN5 inh: -11; ABCB6 inh MLPCN: 97; iPSC survival up: -0.1; aDG glyco act: 0.0; m5-HT2A agonist: -5; Exocytosis inh: -3; MC4R ag barr: -1.1; Cardio protect: 16

How did CC(=O)N1CCN(S(=O)(=O)c2cccc(C(=O)NNC(=O)c3ccc(Br)cc3)c2)CC1 do in these assays?
MC4R antag cAMP: 5; N-glyco inh: 0; ABHD5-PLIN5 inh: 0; ABCB6 inh MLPCN: 94; iPSC survival up: 1.0; aDG glyco act: 0.1; m5-HT2A agonist: -4; Exocytosis inh: -2; MC4R ag barr: -0.4; Cardio protect: 0

How did CCc1nnc(NC(=O)CSc2nc3ccccc3s2)s1 do in these assays?
MC4R antag cAMP: 3; N-glyco inh: -1; ABHD5-PLIN5 inh: 2; ABCB6 inh MLPCN: 92; iPSC survival up: 0.2; aDG glyco act: -0.2; m5-HT2A agonist: -2; Exocytosis inh: -1; MC4R ag barr: -2.2; Cardio protect: 3

What do the screens show for `O=C(NCc1cccs1)NC1CCCCC1`?
MC4R antag cAMP: -2; N-glyco inh: 0; ABHD5-PLIN5 inh: 11; ABCB6 inh MLPCN: 97; iPSC survival up: -0.9; aDG glyco act: -0.3; m5-HT2A agonist: 4; Exocytosis inh: 0; MC4R ag barr: 0.7; Cardio protect: -11

What do the screens show for `COc1cc(C)ccc1OCC(=O)Nc1ccccc1N1CCOCC1`?
MC4R antag cAMP: 1; N-glyco inh: 0; ABHD5-PLIN5 inh: -4; ABCB6 inh MLPCN: 95; iPSC survival up: -2.5; aDG glyco act: 3.3; m5-HT2A agonist: 1; Exocytosis inh: 11; MC4R ag barr: -0.7; Cardio protect: 4

How did COc1ccc(N2CCN(CCCNC(=O)CCC(=O)N3CCOc4ccc(Cl)cc43)CC2)cc1 do in these assays?
MC4R antag cAMP: 5; N-glyco inh: -1; ABHD5-PLIN5 inh: 3; ABCB6 inh MLPCN: 94; iPSC survival up: -0.5; aDG glyco act: -0.2; m5-HT2A agonist: -12; Exocytosis inh: -4; MC4R ag barr: -2.5; Cardio protect: 9

How did N#Cc1ccc(NC(=O)Nc2ccc(Cl)cc2)cc1 do in these assays?
MC4R antag cAMP: 7; N-glyco inh: -9; ABHD5-PLIN5 inh: -15; ABCB6 inh MLPCN: 87; iPSC survival up: 1.1; aDG glyco act: 2.3; m5-HT2A agonist: -1; Exocytosis inh: 2; MC4R ag barr: 2.5; Cardio protect: -37

What do the screens show for `COc1ccc(C(CC(=O)Nc2ncccc2C)N2Cc3ccccc3C2=O)cc1OC` (stereo unspecified)?
MC4R antag cAMP: 8; N-glyco inh: 0; ABHD5-PLIN5 inh: 3; ABCB6 inh MLPCN: 95; iPSC survival up: 0.0; aDG glyco act: 0.0; m5-HT2A agonist: -4; Exocytosis inh: 12; MC4R ag barr: -0.5; Cardio protect: 4

Results for Cc1ccc(Nc2nnc(SCc3ccccc3)s2)cc1 ?
MC4R antag cAMP: -2; N-glyco inh: -2; ABHD5-PLIN5 inh: -7; ABCB6 inh MLPCN: 88; iPSC survival up: 3.0; aDG glyco act: 0.6; m5-HT2A agonist: -3; Exocytosis inh: -1; MC4R ag barr: 17*; Cardio protect: -8

How did CCOc1ccc(NC(=O)COc2ccc(C(=O)NC(C)c3ccc(S(N)(=O)=O)cc3)cc2OC)cc1 (stereo unspecified) do in these assays?
MC4R antag cAMP: 8; N-glyco inh: -1; ABHD5-PLIN5 inh: -6; ABCB6 inh MLPCN: 99; iPSC survival up: 1.1; aDG glyco act: -0.1; m5-HT2A agonist: -7; Exocytosis inh: 21; MC4R ag barr: -0.8; Cardio protect: 1

Results for O=C1CCCC2=C1C(c1ccc(Cl)cc1)C1C(=O)c3ccccc3C1=N2 (stereo unspecified) ?
MC4R antag cAMP: 0; N-glyco inh: 7; ABHD5-PLIN5 inh: 18; ABCB6 inh MLPCN: 96; iPSC survival up: -1.5; aDG glyco act: 0.1; m5-HT2A agonist: -10; Exocytosis inh: -7; MC4R ag barr: -3.4; Cardio protect: 19

What do the screens show for `Cc1ccc(-c2nc3ncccc3o2)cc1NC(=O)c1ccccc1`?
MC4R antag cAMP: 9; N-glyco inh: 2; ABHD5-PLIN5 inh: -4; ABCB6 inh MLPCN: 95; iPSC survival up: -0.6; aDG glyco act: -0.1; m5-HT2A agonist: 3; Exocytosis inh: -2; MC4R ag barr: -1.3; Cardio protect: 4

How did Cc1cc(C)n(CCCNC(=O)c2ccc(C)c(S(=O)(=O)N3CCOCC3)c2)n1 do in these assays?
MC4R antag cAMP: -2; N-glyco inh: 0; ABHD5-PLIN5 inh: -5; ABCB6 inh MLPCN: 99; iPSC survival up: -0.6; aDG glyco act: 0.1; m5-HT2A agonist: 4; Exocytosis inh: -2; MC4R ag barr: -0.7; Cardio protect: 0

How did Cc1ccc2oc(C(=O)N3CCN(CC(=O)NC(C)C)CC3)c(C)c2c1 do in these assays?
MC4R antag cAMP: 4; N-glyco inh: 1; ABHD5-PLIN5 inh: -1; ABCB6 inh MLPCN: 101; iPSC survival up: 0.2; aDG glyco act: 0.1; m5-HT2A agonist: 0; Exocytosis inh: -9; MC4R ag barr: -1.2; Cardio protect: -3

Results for O=C(CSc1nnc2sc3ccccc3n12)NCc1ccc2c(c1)OCO2 ?
MC4R antag cAMP: 7; N-glyco inh: 1; ABHD5-PLIN5 inh: 3; ABCB6 inh MLPCN: 104; iPSC survival up: 0.0; aDG glyco act: 0.1; m5-HT2A agonist: -3; Exocytosis inh: 6; MC4R ag barr: -0.1; Cardio protect: 6

Results for Cc1nnc(NCc2ccncc2)c2ccccc12 ?
MC4R antag cAMP: 1; N-glyco inh: 4; ABHD5-PLIN5 inh: -1; ABCB6 inh MLPCN: 98; iPSC survival up: -0.1; aDG glyco act: -0.1; m5-HT2A agonist: -4; Exocytosis inh: 0; MC4R ag barr: -1.2; Cardio protect: 2

How did Oc1oc(-c2ccccc2)nc1C=Nc1ccccc1 do in these assays?
MC4R antag cAMP: -4; N-glyco inh: 3; ABHD5-PLIN5 inh: 3; ABCB6 inh MLPCN: 98; iPSC survival up: -0.1; aDG glyco act: -0.1; m5-HT2A agonist: 0; Exocytosis inh: 0; MC4R ag barr: -0.2; Cardio protect: 2

Ordered by count of non-hydrogen atoms (highest first): some entries from above.
How did Cc1cc(C)n(CCCNC(=O)c2ccc(C)c(S(=O)(=O)N3CCOCC3)c2)n1 do in these assays?
MC4R antag cAMP: -2; N-glyco inh: 0; ABHD5-PLIN5 inh: -5; ABCB6 inh MLPCN: 99; iPSC survival up: -0.6; aDG glyco act: 0.1; m5-HT2A agonist: 4; Exocytosis inh: -2; MC4R ag barr: -0.7; Cardio protect: 0

Results for O=C1CCCC2=C1C(c1ccc(Cl)cc1)C1C(=O)c3ccccc3C1=N2 (stereo unspecified) ?
MC4R antag cAMP: 0; N-glyco inh: 7; ABHD5-PLIN5 inh: 18; ABCB6 inh MLPCN: 96; iPSC survival up: -1.5; aDG glyco act: 0.1; m5-HT2A agonist: -10; Exocytosis inh: -7; MC4R ag barr: -3.4; Cardio protect: 19

Results for Cc1nnc(NCc2ccncc2)c2ccccc12 ?
MC4R antag cAMP: 1; N-glyco inh: 4; ABHD5-PLIN5 inh: -1; ABCB6 inh MLPCN: 98; iPSC survival up: -0.1; aDG glyco act: -0.1; m5-HT2A agonist: -4; Exocytosis inh: 0; MC4R ag barr: -1.2; Cardio protect: 2
